Assay outcomes as filed in PubChem.
A3A deaminase: inhibitors of human APOBEC3A DNA deaminase; recombinant A3A, FAM/TAMRA ssDNA deamination fluorescence; inhibition, % at 20 µM; hit rate 0.41% among 330,000;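 active means at least 40% inhibition at 20 µM here, with at most 30% in a related deaminase screen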;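 further: plate controls were A3A with DMSO for no effect and wells lacking A3A enzyme for full effect; some results filed as inactive read as strong as hits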
Target sequence (P31941 whole entry, looked up): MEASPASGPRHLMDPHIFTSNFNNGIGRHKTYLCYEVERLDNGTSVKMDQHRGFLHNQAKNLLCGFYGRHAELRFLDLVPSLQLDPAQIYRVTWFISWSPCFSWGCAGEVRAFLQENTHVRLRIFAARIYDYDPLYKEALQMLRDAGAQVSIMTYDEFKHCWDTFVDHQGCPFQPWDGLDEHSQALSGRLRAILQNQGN
hIAP act: human IAP activation. activation factor at 10 µM. P09923. hit rate 0.16% among 330,000. purified human IAP, CDP-Star luminescence, 30 min; hits give high values; 1 = vehicle-only enzyme, 0 = enzyme-free background. AID 2524;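 active means activation factor of the enzyme at least 2-fold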; further: the source names both 10 and 20 µM as test concentration; values of inactives mirror those of a sister screen read the other way
PfGluPho inh: PfG6PD (Plasmodium falciparum) enzyme inhibition; inhibition, % at 20 µM; PfGluPho enzyme, NADPH resazurin-diaphorase fluorescence; hit rate 0.78% among 350,000;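 active means inhibition reaching at least a set limit at 20 µM in the primary screen, cut at about 59% in these data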;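 further: 0% = DMSO wells with substrate and 100% = DMSO wells lacking glucose-6-phosphate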
ATG4B inhibitor: inhibitors of human ATG4B cysteine protease. Q9Y4P1. ATG4B cleavage of LC3-PLA2, NBD-HPC fluorescence, 1 h. inhibition, % at 8.33 µM. hit rate 0.51% among 340,000. AID 504462; in the data active means inhibition above about 40%
Target sequence (Q9Y4P1 whole entry, looked up): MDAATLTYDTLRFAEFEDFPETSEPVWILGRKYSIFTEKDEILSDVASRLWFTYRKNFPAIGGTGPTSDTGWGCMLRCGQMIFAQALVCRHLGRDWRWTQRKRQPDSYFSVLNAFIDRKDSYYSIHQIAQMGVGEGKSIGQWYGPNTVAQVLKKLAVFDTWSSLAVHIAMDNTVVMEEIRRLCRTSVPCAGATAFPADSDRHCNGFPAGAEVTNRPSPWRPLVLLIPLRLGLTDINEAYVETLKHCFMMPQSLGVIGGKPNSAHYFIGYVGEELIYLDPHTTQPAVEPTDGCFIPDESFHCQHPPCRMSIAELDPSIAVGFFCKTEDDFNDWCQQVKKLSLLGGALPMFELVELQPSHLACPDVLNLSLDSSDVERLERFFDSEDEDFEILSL
HKDC1 inhibitor: blocks human hexokinase HKDC1 activity; Q2TB90; recombinant HKDC1, G6PDH/diaphorase resazurin coupled fluorescence; inhibition, % at 20 µM; hit rate 0.16% among 340,000;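 active means inhibition above about 35% when tested at 20 µM, limit read from the data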;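 further: plate controls were DMSO wells with enzyme for no effect and DMSO wells lacking enzyme for full effect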
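Test system: recombinant HKDC1 (HK5) hexokinase enzyme, produced in-house; Amount: enzyme 5 µg/mL final; Buffer or medium: Tris pH 8.0 buffer with MgCl2, Tween-20, BSA, BME; Reagent: glucose and ATP substrates; Doses: 20 µM test compound, 1% DMSO; Incubation: 90 min reaction incubation at room temperature, dark; Detection: resorufin fluorescence at 613 nm.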
mIAP block: mouse IAP inhibition. purified mouse IAP, CDP-Star luminescence, 30 min. inhibition, % at 10 µM. hit rate 0.2% among 330,000. AID 2806;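 active means inhibition of at least 40% at 10 µM in the primary screen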;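 further: plate controls were DMSO with enzyme for no effect and no enzyme wells for full effect; values of inactives mirror those of a sister screen read the other way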
hIAP block: blocks human intestinal alkaline phosphatase | P09923 | purified IAP, CDP-Star luminescence, 30 min | inhibition, % at 10 µM | hit rate 0.12% among 330,000 | AID 2544;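 active means inhibition reaching a set limit with compound at 10 µM in the primary screen, cut at about 35% in these data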;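 further: plate controls were DMSO wells with enzyme for no effect and no-enzyme buffer wells for full effect; values of inactives mirror those of a sister screen read the other way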
mIAP activ: increases mouse intestinal alkaline phosphatase activity | hit rate 0.24% among 330,000 | activation factor at 10 µM | muIAP, CDP-Star luminescence, 30 min; hits give high values; 1 = vehicle-only enzyme signal, 0 = enzyme-free wells;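 active means activation factor of at least 2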; further: the source names both 10 and 20 µM as test concentration; values of inactives mirror those of a sister screen read the other way
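Assay system: mouse IAP enzyme; Reagent: CDP-Star chemiluminescent phosphatase substrate; Compound: DMSO-dissolved test compounds; Incubation: 30 min, room temperature; Technique: luminescence from enzymatic CDP-Star hydrolysis; Controls: DMSO-only wells and no-enzyme negative control.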
* = called active by the depositor; nt = not tested or not shown.

# | A3A deaminase | PfGluPho inh | HKDC1 inhibitor | ATG4B inhibitor | hIAP act | mIAP block | hIAP block | mIAP activ | SMILES
1 | 1 | -4 | -5 | 2 | 1 | 3 | 0 | 0.97 | CCCCc1nnc(NC(=O)CCc2ccccc2)s1
2 | 3 | -6 | 13 | 2 | 1.1 | -4 | -12 | 1 | Cc1ccc(NCc2nnc(SCC(=O)O)n2Cc2ccccc2)cc1Cl
3 | 0 | -11 | -14 | -3 | 1 | 5 | 0 | 0.95 | O=C(NCn1cnccc1=O)c1ccccc1
4 | -6 | 11 | 1 | -14 | 1.2 | 7 | -22 | 0.93 | Cc1cc(N/N=C/c2ccccc2O)c2ccccc2n1
5 | -3 | -5 | -5 | -4 | 1 | -3 | -3 | 1 | CC(=O)Nc1ccc(NC2(C)C(=O)c3ccccc3C2=O)cc1
6 | -5 | 23 | -4 | 0 | 0.97 | 12 | 3 | 0.88 | c1ccc2oc(-c3csc(N4CCOCC4)n3)cc2c1
7 | 3 | 11 | -4 | -35 | 0.96 | 3 | 4 | 0.97 | O=C(/C=C/c1cccc([N+](=O)[O-])c1)Nc1cccc(NC(=O)c2cccs2)c1
8 | -2 | -5 | 3 | -1 | 1 | 3 | -4 | 0.97 | COc1ccc(NC(=O)N(CCO)Cc2cc3c(C)cc(C)cc3[nH]c2=O)cc1
9 | -1 | 22 | -4 | -5 | 1.1 | -7 | -8 | 1.1 | Cc1cc(C)nc(SCNC(=O)c2ccc(Cl)cc2)n1
10 | -3 | 12 | 18 | -2 | 1 | -1 | -3 | 1 | C(/C=C/C=C/Nc1ccccc1)=Nc1ccccc1
11 | -7 | 4 | -5 | -2 | 1 | 7 | -4 | 0.93 | COc1cc(NC(=S)NCCCN2CCOCC2)cc(OC)c1OC
12 | 3 | -7 | -8 | -1 | 1.1 | 5 | -9 | 0.95 | COC(=O)CNC(=O)CSc1nnc(-c2ccc(OC)cc2)n1CC(C)C
13 | 2 | -18 | -7 | 5 | 1.2 | -4 | -18 | 1 | COC(=O)C(C(=O)OC)C(C)C(C(=O)OC)C(=O)OC
14 | 0 | -1 | 1 | -3 | 1 | -4 | -2 | 1 | CC(C)OC(=O)Nc1ccc2c(c1)N(C(=O)CCN1CCOCC1)c1ccccc1CC2
15 | -3 | 2 | -6 | -1 | 1.1 | 13 | -6 | 0.87 | CC1CCCCN1C(=O)CSc1nc2cc3c(cc2c(=O)n1Cc1ccc2c(c1)OCO2)OCO3 (stereo not given)

An excerpt from above in order of formula weight, lowest first:
# | A3A deaminase | PfGluPho inh | HKDC1 inhibitor | ATG4B inhibitor | hIAP act | mIAP block | hIAP block | mIAP activ | SMILES
10 | -3 | 12 | 18 | -2 | 1 | -1 | -3 | 1 | C(/C=C/C=C/Nc1ccccc1)=Nc1ccccc1
5 | -3 | -5 | -5 | -4 | 1 | -3 | -3 | 1 | CC(=O)Nc1ccc(NC2(C)C(=O)c3ccccc3C2=O)cc1
15 | -3 | 2 | -6 | -1 | 1.1 | 13 | -6 | 0.87 | CC1CCCCN1C(=O)CSc1nc2cc3c(cc2c(=O)n1Cc1ccc2c(c1)OCO2)OCO3 (stereo not given)

Profiles as entered above:
`c1ccc2oc(-c3csc(N4CCOCC4)n3)cc2c1` as listed: A3A deaminase: -5; PfGluPho inh: 23; HKDC1 inhibitor: -4; ATG4B inhibitor: 0; hIAP act: 0.97; mIAP block: 12; hIAP block: 3; mIAP activ: 0.88
`O=C(NCn1cnccc1=O)c1ccccc1` as listed: A3A deaminase: 0; PfGluPho inh: -11; HKDC1 inhibitor: -14; ATG4B inhibitor: -3; hIAP act: 1; mIAP block: 5; hIAP block: 0; mIAP activ: 0.95

Additional structures follow:
# | A3A deaminase | PfGluPho inh | HKDC1 inhibitor | ATG4B inhibitor | hIAP act | mIAP block | hIAP block | mIAP activ | SMILES
16 | -4 | 6 | -2 | 0 | 0.83 | 7 | 17 | 0.93 | O=C(COC(=O)c1cccc([N+](=O)[O-])c1)Nc1ccc(Cl)cn1
17 | 4 | -4 | 8 | -18 | 0.9 | -3 | 10 | 1 | COc1ccc(C(=O)N/N=C2\SCC(=O)N2Cc2ccc3c(c2)OCO3)c(OC)c1
18 | -2 | -5 | -6 | -3 | 1.1 | -1 | -8 | 1 | CCCCc1nnc2c(N(C)S(=O)(=O)c3ccccc3)nc3ccccc3n12
19 | -1 | 7 | 2 | -5 | 1.4 | -7 | -42 | 1.1 | O=C(c1ccc(-c2cc(O)c3ncccc3c2)cc1)N1CCNCC1
20 | 1 | -5 | 1 | -8 | 0.93 | -1 | 7 | 1 | CC(=O)Nc1ccc(C2NC(=O)c3ccccc3O2)cc1 (stereo not given)
21 | 18 | 16 | -6 | 0 | 1.1 | 10 | -13 | 0.9 | COc1ccc(C)cc1-n1nnnc1SCC(=O)NC(=O)NCc1ccco1
22 | 1 | 10 | 2 | -22 | 0.89 | 4 | 11 | 0.96 | CCOC(=O)c1ccc(NC(=O)CNNC(=O)COc2ccccc2C)cc1
23 | -4 | -10 | -1 | -4 | 0.95 | 4 | 5 | 0.95 | Fc1cc(F)c2nc(N3CCCCC3)sc2c1
24 | 2 | -15 | -13 | -12 | 1.2 | 6 | -20 | 0.94 | C/C(=N\NC(=O)c1cccc2ccccc12)c1ccccn1
25 | -2 | 0 | 0 | -6 | 0.91 | 4 | 9 | 0.96 | CN(C)c1ccc(-c2nc3cnccn3c2Nc2ccc3c(c2)OCCO3)cc1
26 | -1 | 29 | 5 | 2 | 1 | -5 | -1 | 1.1 | C=CCOc1ccc(CNn2cn[nH]c2=S)cc1
27 | 2 | -23 | -4 | 0 | 0.95 | 15 | 5 | 0.85 | Cc1noc(C)c1S(=O)(=O)Nc1ccc(C(=O)NC2CCCCC2)cc1
28 | -3 | -10 | -2 | -5 | 0.97 | 1 | 2 | 0.99 | COc1cc(O)c(C(CCN2CCOCC2)c2cc(OC)c(OC)c(OC)c2)c(OC)c1 (stereo not given)
29 | 0 | 6 | -1 | -2 | 1 | -17 | -5 | 1.2 | Cc1ccc(C(=O)NCC(=O)Nc2ccc3c(c2)CCC3)cc1
30 | -5 | -13 | 4 | 23 | 1.2 | -1 | -24 | 1 | CC(=O)N(CCC(c1ccco1)C(C)C)Cc1ccc(Cl)cc1 (stereo not given)
31 | 3 | 6 | 0 | 1 | 1 | -4 | -4 | 1 | Cc1ccc(CNC(=O)c2ccc(N3CCC4(CC3)CC(c3cccc(Br)c3)=NO4)c(NC(=O)c3cccc(C)c3)c2)cc1
32 | -3 | 4 | -3 | -5 | 1 | -2 | -4 | 1 | Cc1[nH]c2ccccc2c1/C=N/NC(=O)c1ccc(N)cc1
33 | 3 | 33 | -2 | 0 | 0.82 | 0 | 18 | 0.99 | CC(=O)Nc1ccc(NC(=O)C(C)Sc2nc3ccccc3c(=O)n2Cc2ccco2)cc1 (stereo not given)
34 | -2 | -11 | -8 | 5 | 0.93 | 0 | 7 | 1 | CCCCP(=O)(CCCC)CCP(=O)(c1ccccc1)c1ccccc1
35 | -7 | 1 | 2 | 1 | 1.1 | 3 | -5 | 0.97 | CCCCNC(=S)N(CCCN(C)C)Cc1cc2cc3c(cc2[nH]c1=O)OCO3
36 | 4 | -16 | -7 | -4 | 0.98 | -11 | 2 | 1.1 | O=C(Cn1cncn1)NCc1ccccc1Br
37 | -1 | -3 | -3 | 0 | 0.96 | 7 | 4 | 0.93 | O=C(COC(=O)CCc1nc2ccccc2s1)Nc1ccc(S(=O)(=O)N2CCOCC2)cc1
38 | -5 | -4 | -3 | -7 | 0.95 | 2 | 5 | 0.98 | Cc1ccc2oc(=O)c3cnn(CC(=O)Nc4ccccc4N4CCN(C)CC4)c3c2c1
39 | -3 | 6 | 0 | -3 | 1.3 | -1 | -29 | 1 | CCOC(=O)C(C)Oc1ccc(NC(=O)C(Cl)(Cl)Cl)cc1 (stereo not given)
40 | -5 | 2 | 5 | -1 | 1.1 | -25 | -15 | 1.3 | CCCC(c1nnnn1Cc1cccs1)N1CCN(c2nc3ccccc3s2)CC1 (stereo not given)
41 | -3 | 15 | -7 | -22 | 1 | -3 | -2 | 1 | CS(=O)(=O)c1cccc(C(=O)Nc2cccc(-c3nc4ccccc4[nH]3)c2)c1
42 | -4 | -15 | 2 | -6 | 1 | 7 | -2 | 0.93 | CCOC(=O)N1CCN(C(=O)c2c[nH]c3ccc(S(=O)(=O)N(C)c4ccc(F)cc4)cc3c2=O)CC1
43 | 6 | 28 | -10 | 2 | 0.83 | 2 | 17 | 0.98 | CN(C)/N=C/c1ccc([N+](=O)[O-])cc1[N+](=O)[O-]
44 | 3 | nt | nt | nt | 0.87 | -10 | 13 | 1.1 | CC(=O)c1sc(NC(=O)COc2c(C)cc(Cl)cc2C)nc1C
45 | 0 | 8 | -7 | -10 | 1 | 7 | -3 | 0.93 | O=C(NC1CCCCC1)c1cc(S(=O)(=O)N2CCCC2)ccc1Cl
46 | 5 | 0 | -1 | -7 | 1 | 4 | -2 | 0.96 | COC(=O)CN1C(CN2CCOCC2)=Nc2ccc(Br)cc2C1c1ccccc1 (stereo not given)
47 | 2 | -18 | 0 | 4 | 0.94 | 3 | 6 | 0.97 | CCCCCc1nnc(NC(=O)C2COc3ccccc3O2)s1 (stereo not given)
48 | -7 | 10 | -4 | -6 | 1.1 | 2 | -12 | 0.98 | Cc1ccc(NC(=S)NCCN2CCOCC2)cc1
49 | -6 | -3 | -8 | 1 | 0.96 | -5 | 4 | 1.1 | c1ccc(COc2cccc(CN3CCCCC3)c2)cc1
50 | -1 | -12 | -2 | 7 | 0.94 | 1 | 6 | 0.99 | Cc1cc(C)nc(SCc2nc3ccccc3n2C)n1
51 | 9 | 2 | 11 | 9 | 0.93 | -3 | 7 | 1 | Cc1cccc(N2CCN(C(=O)CCCSc3nc4ccccc4[nH]3)CC2)c1C
52 | 0 | -15 | -7 | -2 | 1.1 | 1 | -10 | 0.99 | CCOC(=O)c1ccc2cccc(C)n2c1=O
53 | 0 | -5 | 14 | 1 | 0.85 | 6 | 15 | 0.94 | O=C(c1snnc1-c1ccccc1)N1CCOCC1
54 | -3 | -2 | -4 | 4 | 0.98 | -4 | 2 | 1 | COc1ccccc1C(=O)NC1CCN(C(=O)Nc2ccc(F)cc2)CC1
55 | -1 | -1 | 3 | 17 | 0.85 | -4 | 15 | 1 | Clc1ccc(-c2cc(C3CCNCC3)[nH]n2)c(Cl)c1
56 | -4 | 3 | -7 | -6 | 0.88 | 6 | 12 | 0.94 | Cc1ccnc2nc(C(=O)OCC(=O)Nc3ccc([N+](=O)[O-])cc3Br)nn12
57 | 3 | 17 | -9 | 3 | 0.81 | 6 | 19 | 0.94 | CCOC(=O)NC(=O)CSc1nnc(SCCC(=O)O)s1
58 | 0 | -10 | -3 | -46 | 0.89 | -6 | 11 | 1.1 | COc1ccccc1NS(=O)(=O)c1ccc(C(=O)N2CCCCCCC2)cc1
59 | 1 | -1 | 2 | -8 | 1.2 | 0 | -19 | 1 | CN(CC(=O)Nc1cccc(F)c1)C(=O)/C=C/c1ccc2ccccc2n1
60 | 1 | -1 | -9 | 1 | 0.96 | 3 | 4 | 0.97 | Cn1ccnc1Sc1nc2c(c(=O)n(C)c(=O)n2C)n1C
61 | 2 | -6 | 5 | -8 | 1 | -2 | -4 | 1 | O=C(NC1CC1)c1scc2c1OCCO2
62 | -6 | -7 | 4 | 2 | 0.94 | 7 | 6 | 0.93 | COc1ccc(NC(=S)c2ccncc2)cc1
63 | 5 | -4 | 0 | -6 | 0.97 | 5 | 3 | 0.95 | CC1(c2ccc3noc(-c4cccc(F)c4)c3c2)OCCO1
